SENP7 inh = inhibitors of human SENP7 protease; 330,000 compounds, 1.5% hits; AID 434973; recombinant SENP7, Z-RLRGG-aminoluciferin luminescence, 40 min; Q9BQF6; inhibition, % at 5 µM;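 active = inhibition above about 50% at the single test dose, limit read from the data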;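 note: plate controls were DMSO with enzyme for no effect and no enzyme buffer wells for full effect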
SENP6 inh = inhibitors of human SENP6 protease. AID 2599. Q9GZR1. Recombinant SENP6 catalytic domain, aminoluciferin luminescence. 330,000 compounds, 1.8% hits. inhibition, % at 10 µM;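 active = inhibition above about 50% at the single tested dose, limit read from the data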;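 note: plate controls were DMSO wells with enzyme for no effect and DMSO wells lacking enzyme for full effect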
Target sequence (Q9GZR1 628-1112 limits assumed): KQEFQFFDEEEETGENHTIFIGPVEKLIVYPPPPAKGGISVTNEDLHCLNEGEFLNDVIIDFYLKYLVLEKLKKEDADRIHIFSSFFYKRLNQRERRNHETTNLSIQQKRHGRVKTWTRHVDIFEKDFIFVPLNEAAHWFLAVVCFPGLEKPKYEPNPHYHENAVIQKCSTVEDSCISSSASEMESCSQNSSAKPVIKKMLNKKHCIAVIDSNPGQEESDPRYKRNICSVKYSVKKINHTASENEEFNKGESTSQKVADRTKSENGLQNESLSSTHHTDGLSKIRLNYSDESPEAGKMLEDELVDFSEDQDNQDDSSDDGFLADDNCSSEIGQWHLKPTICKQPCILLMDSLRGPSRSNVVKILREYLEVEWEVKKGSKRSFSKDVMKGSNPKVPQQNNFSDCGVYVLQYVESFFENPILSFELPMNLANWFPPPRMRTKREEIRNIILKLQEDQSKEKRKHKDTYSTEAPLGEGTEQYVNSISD
UBC13 polyUb = blocks human UBC13 polyubiquitin chain formation. P61088. TR-FRET. inhibition, % at 20 µM. 330,000 compounds, 0.47% hits. AID 485273; in the data active = inhibition above about 45%, passing the limit was not always enough
Target sequence (P61088 whole entry, looked up): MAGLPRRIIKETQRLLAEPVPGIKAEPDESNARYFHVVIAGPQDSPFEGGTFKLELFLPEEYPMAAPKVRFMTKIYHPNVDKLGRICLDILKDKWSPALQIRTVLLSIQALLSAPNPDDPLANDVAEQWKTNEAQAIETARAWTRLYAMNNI
SENP8 block-1 = blocks the human protease SENP8. Q96LD8. purified SENP8, Z-RLRGG-aminoluciferin cleavage, luminescence. inhibition, % at 10 µM. 330,000 compounds, 1.2% hits. AID 2540; in the data active = inhibition above about 50%
SENP1 FRET inh = SENP1 (human) catalytic domain inhibition | recombinant SENP1 catalytic domain, CyPet-SUMO1-YPet FRET cleavage | inhibition, % at 10 µM | 360,000 compounds, 0.21% hits | Q9P0U3;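 active = inhibition at least 30% at 10 µM, raw YFP signal under a set limit, fluorescence ratio 0.5 to 1.5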;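 note: 0% = enzyme with DMSO and 100% = no enzyme wells; some results filed as inactive read as strong as hits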
Target sequence (Q9P0U3 419-644 limits assumed): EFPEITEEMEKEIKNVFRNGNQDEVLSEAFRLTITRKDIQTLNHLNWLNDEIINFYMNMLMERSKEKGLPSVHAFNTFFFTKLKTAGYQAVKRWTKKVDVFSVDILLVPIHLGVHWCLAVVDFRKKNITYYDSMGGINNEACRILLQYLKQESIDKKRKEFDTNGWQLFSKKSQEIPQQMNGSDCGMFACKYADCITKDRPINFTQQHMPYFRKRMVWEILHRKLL
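Compound: 10 µM single point, 0.5% DMSO; Test system: hSENP1 catalytic domain, recombinant; Timing: 50 min reaction at room temperature; Technique: FRET, CFP and YFP emission; Control set: no-enzyme wells low, DMSO-plus-enzyme wells high control.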
SENP8 block-2 = blocks human SENP8 cleavage of Nedd8 substrate. Q96LD8. recombinant SENP8, Nedd8 substrate fluorescence. inhibition, % at 20 µM. 360,000 compounds, 0.64% hits. AID 602440; in the data active = inhibition mostly above about 40%, no sharp cut-off; inactive = mostly below about 27%
PfG6PD inh = PfG6PD (Plasmodium falciparum) enzyme inhibition | PfGluPho enzyme, NADPH resazurin-diaphorase fluorescence | inhibition, % at 20 µM | 350,000 compounds, 0.78% hits | AID 504690;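 active = inhibition reaching at least a set limit at 20 µM in the primary screen, cut at about 59% in these data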;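 note: 0% = DMSO wells with substrate and 100% = DMSO wells lacking glucose-6-phosphate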
beta cell repl = induces beta-cell replication in MIN6 cells; proliferation, % at 10 µM; 330,000 compounds, 0.29% hits; MIN6 cells proliferation, ATPlite luminescence, 48 h; cells starved in 0.2% serum; 100% = growth in 10% serum;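 active = compounds whose signal lies at least 3.5 SD above the mean of all wells on their plate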;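 note: 0% = DMSO-treated cells in low-serum medium and 100% = 10% serum control; some compounds called inactive have numbers as strong as hits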
HKDC1 inh = HKDC1 (human) hexokinase inhibition; 340,000 compounds, 0.16% hits; recombinant HKDC1, G6PDH/diaphorase resazurin coupled fluorescence; AID 493160; inhibition, % at 20 µM;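 active = inhibition above about 35% when tested at 20 µM, limit read from the data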;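 note: plate controls were DMSO wells with enzyme for no effect and DMSO wells lacking enzyme for full effect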
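Material: recombinant HKDC1 hexokinase; Amount: HKDC1 at 5 µg/mL; Medium: Tris pH 8.0 buffer with MgCl2, Tween-20, BSA, BME; Schedule: 90 min reaction incubation at room temperature, dark; Technique: coupled resazurin fluorescence, excitation 525 nm, emission 613 nm.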
* hit, by the source's call; . = not tested or not shown.

No.	mol	UBC13 polyUb	SENP8 block-1	beta cell repl	SENP7 inh	PfG6PD inh	HKDC1 inh	SENP1 FRET inh	SENP6 inh	SENP8 block-2
1	COc1ccccc1CCNC(=O)C1CCC(=O)N(C2CCCCCC2)C1 (stereo not given)	4.4	-7.3	-4.7	-1.6	4.4	2.1	-2.2	-17.1	-3.5
2	CC(C)[C@H](NC(N)=O)C(=O)Nc1cccc([N+](=O)[O-])c1	7.0	-6.6	-2.7	4.9	-12.2	-2.1	0.6	7.7	6.8
3	CCN(CC)CCNC(=O)c1ccc(Cl)c(S(=O)(=O)N2CCCCCC2)c1	-2.1	-1.3	-2.3	5.5	15.1	-7.2	-1.5	-3.4	17.7
4	COc1ccc(-c2c[n+]3c4n2CCCCC4=C(c2ccc(Br)cc2)C3)cc1	.	.	.	.	9.2	-4.9	30.0	.	-330.1
5	Cc1nn(CC(=O)NCCCN2CCOCC2)c(C)c1[N+](=O)[O-]	3.5	-11.4	-2.3	-13.0	6.1	-6.9	-0.4	-11.7	4.5
6	COc1cc(C(=O)OCC(=O)NCc2ccc(F)cc2)ccc1OCC(C)C	1.7	2.7	-0.1	-2.3	-13.7	4.3	-1.0	-11.6	-2.2
7	C/C=C\C=C/C(=O)Nc1cccc(C2=NOC3(C2)C[C@@H](C(N)=O)N(C(=O)COc2ccc(Cl)cc2)C3)c1 (stereo not given in full)	-20.9	-2.8	0.4	-3.5	49.1	8.0	-5.8	-1.6	-27.4
8	CC1CCN(c2ccc(NC(=O)C3CCCN3S(=O)(=O)c3ccc(F)cc3)cc2)CC1 (stereo not given)	2.9	-6.1	-6.4	-11.5	18.7	-3.1	-0.8	-11.5	6.4
9	CCOC(=O)C1=C(N)n2c(s/c(=C\c3ccco3)c2=O)=C(C(=O)OCC)C1c1ccco1 (stereo not given)	.	.	.	.	6.0	3.2	-17.9	.	-6.2
10	COc1cnn(-c2ccc(C)cc2)c(=O)c1Br	0.4	-0.5	-2.0	6.6	-2.8	-6.0	1.9	-4.0	10.7
11	CC(C)CN(C(=O)COC(=O)c1nc(Cl)ccc1Cl)c1c(N)n(Cc2ccccc2)c(=O)[nH]c1=O	4.0	-0.8	-2.5	-4.7	20.4	-10.6	-3.0	-4.9	6.7
12	CCOc1cccc(CN2CCCC(N3CCN(c4cccc(Cl)c4)CC3)C2)c1O (stereo not given)	-7.7	1.0	-4.0	-3.1	10.9	-5.9	1.7	-31.7	9.7
13	O=C(NC(c1ccccc1)c1ccccc1)N1CCN(CCO)CC1	-4.0	4.8	-3.6	6.1	-10.5	6.4	-1.0	8.4	8.2
14	Cc1c(N2C(=O)CS/C2=N\N=C\c2ccc(Cl)cc2)c(=O)n(-c2ccccc2)n1C	-9.7	2.5	-1.9	-1.6	6.7	-8.8	2.0	-1.0	12.2
15	CS(=O)(=O)N(CC(=O)Nc1ccccc1C(=O)N1CCOCC1)c1cccc(F)c1	6.7	8.2	-4.4	-3.1	7.7	-2.0	0.2	6.0	1.3
16	O=C(CC1C(=O)NCCN1Cc1ccc(Cl)c(F)c1)NCC1CCOCC1 (stereo not given)	6.8	-1.2	1.9	-1.1	-2.1	-4.9	-8.4	0.4	-18.5
17	Nc1ccc(S(=O)(=O)N2CCCc3ccccc32)cc1	3.0	-6.5	13.6*	-11.5	28.9	-4.2	-5.2	-0.9	6.9
18	COc1cc2c(cc1OC)[C@H](Cc1ccc(O)cc1)NCC2	-10.4	-3.1	-8.1	-6.9	-7.0	-1.2	-0.3	12.9	-20.7
19	Cc1c(NC(=O)C2(C)CCCCC2)c(=O)n(-c2ccccc2)n1C	5.1	3.6	-0.4	1.3	-12.1	9.1	-2.4	13.5	13.8
20	CCn1c(SCC(=O)O)nc2sc3c(c2c1=O)CCC3	-3.7	0.8	0.9	1.1	-20.6	3.3	1.2	-19.7	3.1
21	COc1ccccc1N1CCN(C(=O)NC23CC4CC(CC(C4)C2)C3)CC1	6.5	-1.3	2.8	-8.4	11.4	-8.1	2.1	-8.4	8.2
22	Cc1cc(NC(=O)CCOc2ccc(F)cc2)no1	.	.	.	.	-9.4	1.1	3.6	.	3.5
23	Fc1cccc(NC(=S)NCc2ccccn2)c1	-13.5	-6.5	-0.8	-11.6	-12.6	-7.0	-1.6	-4.7	-13.0
24	COc1ccc(OC)c(C(=O)N2CCC(CCC(=O)NC3CC3)CC2)c1	-0.1	3.7	-3.2	-1.3	6.2	-4.1	1.2	-3.9	8.1
25	COC(=O)C1=C(C)Nc2ncnn2C1c1ccc(OCc2ccccc2)cc1 (stereo not given)	-5.9	-12.3	-4.5	-9.4	-15.2	1.8	-1.6	-27.0	23.1

Sorted by heavy-atom count (high to low): part of the list above
No.	mol	UBC13 polyUb	SENP8 block-1	beta cell repl	SENP7 inh	PfG6PD inh	HKDC1 inh	SENP1 FRET inh	SENP6 inh	SENP8 block-2
5	Cc1nn(CC(=O)NCCCN2CCOCC2)c(C)c1[N+](=O)[O-]	3.5	-11.4	-2.3	-13.0	6.1	-6.9	-0.4	-11.7	4.5
18	COc1cc2c(cc1OC)[C@H](Cc1ccc(O)cc1)NCC2	-10.4	-3.1	-8.1	-6.9	-7.0	-1.2	-0.3	12.9	-20.7
2	CC(C)[C@H](NC(N)=O)C(=O)Nc1cccc([N+](=O)[O-])c1	7.0	-6.6	-2.7	4.9	-12.2	-2.1	0.6	7.7	6.8

Remaining list, next part.
No.	mol	UBC13 polyUb	SENP8 block-1	beta cell repl	SENP7 inh	PfG6PD inh	HKDC1 inh	SENP1 FRET inh	SENP6 inh	SENP8 block-2
26	CCOCCCNC(=S)N1C2CCC1CC(NC(=O)Nc1ccc(C(=O)OCC)cc1)C2 (stereo not given)	-5.2	-11.0	-1.7	-21.2	-5.2	-6.6	1.2	-2.5	14.6
27	COC(=O)C1=C(C)OC(N)=C(C#N)C1c1cc(OC)ccc1OC (stereo not given)	3.2	6.0	-1.9	0.0	-14.9	1.8	1.2	-3.1	-14.9
28	Cc1ccc(NC(=O)C2=C(c3ccccc3)S(=O)(=O)CCS2(=O)=O)cc1	-3.0	2.3	-5.8	9.2	44.7	7.4	-0.6	-4.1	8.5
29	CC1CCC(C(C)C)C(OCC(O)CN2CCOCC2)C1 (stereo not given)	-2.8	5.7	-2.5	-2.0	-11.2	-6.8	2.0	7.0	1.9
30	Cc1nc(-c2nnc(SCC(=O)Nc3cc(C(F)(F)F)cc(C(F)(F)F)c3)n2C)cs1	-7.8	-9.8	-0.4	-6.3	-9.8	-6.8	1.0	-17.0	2.0
31	O=C(COc1ccc2c(C(F)(F)F)cc(=O)oc2c1)NCc1cccs1	8.0	-1.0	-0.6	-1.6	-11.0	-3.7	-30.6	-16.1	-272.4
32	Cc1ccc(N2CC(=O)Nc3c(sc4nc(C)cc(C)c34)C2=O)cc1	0.5	-0.2	-2.3	5.2	8.0	-4.4	2.7	-5.3	9.9
33	Cc1n[nH]c(=O)c2c(NC(=O)COC(=O)c3cc(F)cc(F)c3)oc(C)c12	0.7	-4.7	-1.6	-3.6	-12.7	6.0	-3.5	-19.9	-0.7
34	O=C(Nc1ccc(F)c(F)c1)c1ccc(F)c(S(=O)(=O)N2CCC3(CC2)OCCO3)c1	1.7	-8.8	-4.9	1.2	2.6	-2.9	2.0	-16.6	10.7
35	O=C(NN=C1C2CC3CC(C2)CC1C3)c1cccc(S(=O)(=O)N2CCOCC2)c1	-9.2	-6.7	-1.3	6.4	-9.7	-9.4	-0.1	7.6	24.0
36	CCSc1nc(-c2ccccc2)c2cc(Cl)ccc2n1	49.1*	-11.2	-6.5	0.1	-16.4	-6.0	-3.0	-12.7	-289.1
37	CCN(CC)c1nc(-c2ccccn2)nc(-c2ccccc2)c1C#N	5.1	-3.3	-5.3	-1.2	-3.8	-7.1	0.0	3.8	-47.8
38	CN(C)CCC1(C2=CCCC2)CC/C(=C/c2ccc(Cl)cc2)C1=O (stereo not given)	.	.	.	.	-4.2	16.1	-0.8	.	13.9
39	COc1ccccc1N1CCN(C(=O)Cn2cnc3c2c(=O)n(C)c(=O)n3C)CC1	-8.9	-6.3	2.5	11.0	-7.3	-1.3	-0.7	-4.9	12.9
40	CCCc1cc(C(=O)NC2CCCC2)no1	4.7	-11.0	-1.1	2.6	15.0	-7.3	1.0	3.7	7.0
41	COc1cccc(CNC(=O)C(=O)NCC2OCCCN2S(=O)(=O)c2cc(C)ccc2C)c1 (stereo not given)	11.7	-8.8	-2.9	-2.1	5.0	-5.4	0.7	3.9	3.6
42	Cc1ccc(CC2C(=O)N(c3cc(C)ccc3C)C(=O)C2C)cc1 (stereo not given)	3.0	-2.7	0.1	2.7	24.7	-5.3	0.6	-13.0	15.4
43	Cc1ccc(Cn2c(C(C)Nc3nc(-c4ccc(F)cc4)cs3)nc3cc(C(F)(F)F)ccc32)cc1 (stereo not given)	-21.5	-4.1	-7.9	-0.8	13.6	-1.1	0.2	2.5	-7.7
44	CCO[C@@H]1OC(C(=O)N2CCCCCCC2)=C[C@H](C2CCCCC2)[C@H]1CCCO	6.5	2.0	-4.3	0.4	2.4	-0.8	1.0	-4.9	9.3
45	Cc1ccc(S(=O)(=O)n2nc(OC(=O)C3CCCCC3)cc2N)cc1	2.6	3.1	0.1	-1.2	-17.1	10.7	4.2	-4.2	24.1
46	CC(CN1CCOCC1)OC(=O)c1ccc(C(C)(C)C)cc1 (stereo not given)	-10.2	-8.3	-2.8	-7.7	5.7	-1.9	2.2	-7.4	8.3
47	COC(=O)CNC(=O)COC(=O)c1ccc(OC)c([N+](=O)[O-])c1	-13.3	-9.3	-3.0	-2.0	5.3	0.9	1.5	-24.6	21.7
48	COc1ccc(C(=O)Nc2nnc(S(=O)(=O)N(C)Cc3ccccc3)s2)cc1	11.4	-12.0	1.9	4.5	71.2*	3.5	-1.1	-2.1	-187.5
49	Cc1ccc2nc(NC(=O)C(NS(=O)(=O)c3cccc4nsnc34)C(C)C)sc2c1 (stereo not given)	1.3	-5.3	-5.1	1.9	8.3	-0.6	5.3	-0.9	-1.2
50	O=C(OCn1nnc2ccccc2c1=O)c1cccnc1	3.7	10.8	-0.6	0.2	-7.0	-6.5	-5.1	5.3	-0.4
51	COC(=O)c1cc(C)cc(=O)o1	3.4	-12.1	4.5	-5.3	3.0	5.1	-1.5	-7.1	17.6

From PubChem BioAssay
